MOR-DOR ag – OPRM1-OPRD1 heterodimerization agonism | P35372+P41143 | cells, luminescence | activation, % at 9.3 µM | 340,000 compounds, 0.3% hits; in the data active = activation above about 18%;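 note: 0% = vehicle-treated cells and 100% = reference agonist; values of inactives mirror those of a sister screen read the other way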
PKA-R2B act – PKA-R2B complex activation; 340,000 compounds, 0.079% hits; activation, % at 11.4 µM; PKA-R2B holoenzyme dissociation, Cy5-IP20 fluorescence polarization; R2B truncated from residue 108, S112A mutant; 0% DMSO only, 100% 113 µM cGMP;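 active = activation above a cutoff set at the mean over all compounds plus 3 SD, cut at about 18% in these data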;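 note: higher means more holoenzyme dissociation and a rise in polarization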
Target sequence (P31323 whole entry, looked up, other chains not shown, the tested form may be a part): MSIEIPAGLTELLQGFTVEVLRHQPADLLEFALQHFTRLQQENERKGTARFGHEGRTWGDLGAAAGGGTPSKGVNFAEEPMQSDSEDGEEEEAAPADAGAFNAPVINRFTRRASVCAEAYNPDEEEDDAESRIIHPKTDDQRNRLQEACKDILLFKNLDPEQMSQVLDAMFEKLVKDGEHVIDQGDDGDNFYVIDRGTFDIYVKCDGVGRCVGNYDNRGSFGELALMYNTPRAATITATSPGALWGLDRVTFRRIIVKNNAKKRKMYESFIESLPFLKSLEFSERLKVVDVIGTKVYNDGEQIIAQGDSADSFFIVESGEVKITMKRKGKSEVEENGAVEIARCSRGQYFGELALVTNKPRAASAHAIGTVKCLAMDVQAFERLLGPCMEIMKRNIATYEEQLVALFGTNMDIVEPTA
DSG3 Ab inh – human desmoglein-3 autoantibody binding inhibition; P32926; binding (percent of control), % at 10 µM; AID 588358; 310,000 compounds, 0.48% hits; DSG3-coupled beads, scFv-anti-DSG3-GFP binding, flow cytometry; stronger effect = lower value;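 active = binding more than 3 SD below its plate's average and above zero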;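 note: hits lower antibody fragment binding to DSG3; some compounds called inactive have numbers as strong as hits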
PKA-R1A activ – PKA-R1A complex activation | PKA-R1A dissociation, Cy5-IP20 fluorescence polarization; scaled: DMSO 0%, 113 µM cGMP 100% | activation, % at 11.4 µM | 340,000 compounds, 0.083% hits;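 active = percent activation above the mean of all tested compounds plus 3 SD, cut at about 19% in these data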;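 note: higher means more PKAc released from R1A so a rise in polarization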
OPRM1-OPRD1 inv – mu-delta opioid heterodimer inverse agonism; P35372+P41143; cell-based MOR-DOR heterodimer luminescence; inhibition, % at 9.3 µM; 340,000 compounds, 0.21% hits; AID 504357; in the data active = inhibition above about 22%, passing the limit was not always enough;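 note: 0% = cells with DMSO and 100% = wells without cells with DMSO; values of inactives mirror those of a sister screen read the other way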
HTR5A ag – activates human HTR5A in OPRM1-OPRD1 agonist counter-screen. P47898. HTR5A agonist assay, luminescence, cell-based. activation, % at 9.3 µM. 340,000 compounds, 0.61% hits; in the data active = activation mostly above about 9.5%, no sharp cut-off; inactive = mostly below about 7.6%;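 note: 0% = cells with vehicle only and 100% = reference agonist; strong numbers were not always called active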
Target sequence (P47898 whole entry, looked up): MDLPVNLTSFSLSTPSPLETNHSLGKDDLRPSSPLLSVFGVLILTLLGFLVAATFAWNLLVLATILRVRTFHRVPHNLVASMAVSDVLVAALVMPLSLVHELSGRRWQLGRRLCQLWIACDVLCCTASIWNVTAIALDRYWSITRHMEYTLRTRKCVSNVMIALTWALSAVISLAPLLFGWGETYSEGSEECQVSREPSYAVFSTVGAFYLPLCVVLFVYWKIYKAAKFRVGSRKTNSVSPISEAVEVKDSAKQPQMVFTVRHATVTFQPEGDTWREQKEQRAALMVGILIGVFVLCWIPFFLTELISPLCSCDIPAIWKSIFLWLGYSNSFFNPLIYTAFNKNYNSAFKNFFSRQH
Arrestin-AP2 inh – blocks beta-arrestin peptide binding to AP2 adaptin. inhibition, % at 10 µM. AID 504490. FITC-arrestin peptide / GST-AP2 beads, flow cytometry; AP2 beta2 appendage carries R879A mutation. 340,000 compounds, 0.31% hits;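 active = inhibition above a set limit, near 3 SD of compounds lacking own fluorescence, cut at about 54% in these data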;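 note: plate controls were DMSO wells for no effect and 5 µM unlabelled arrestin peptide for full effect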
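Test system: GST-tagged AP2 beta2-adaptin appendage (R879A) on 4 µm glutathione beads; also added: fluorescein-tagged arrestin peptide at 50 nM final; timing: 12 min plus 1 h, RT; signal: flow cytometry, FL1 (488/535 nm); read-out: percent drop in bead-associated FITC signal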
V-ATPase pH – yeast V-ATPase proton transport regulation by pHLuorin; 350,000 compounds, 0.37% hits; S. cerevisiae, pHLuorin cytosolic pH fluorescence; response, % at 10 µM; in the data active = response mostly above about 7.3%, no sharp cut-off; inactive = mostly below about 5.4%; note: actives read high; inactives centre near 0; some compounds called inactive have numbers as strong as hits; reference of the scale not given here
DAGLB inhibitor – blocks human DAGLB lipase activity; HEK293T DAGLB membrane lysate, EnzChek fluorogenic substrate; inhibition, % at 5.17 µM; AID 504411; 340,000 compounds, 0.059% hits; in the data active = inhibition above about 34%;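 note: 0% = enzyme with vehicle and 100% = wells lacking enzyme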
HTR5A inv ctr – counter-screen for OPRM1-OPRD1 inverse agonists: human HTR5A inverse agonism; 340,000 compounds, 0.083% hits; P47898; HTR5A cell line, luminescence; inhibition, % at 9.3 µM; AID 504634; in the data active = inhibition mostly above about 23%, no sharp cut-off; inactive = mostly below about 18%;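 note: 0% = cells with DMSO and 100% = no-cell wells with DMSO; some compounds called inactive have numbers as strong as hits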
The depositor's hits bear a star; . = not tested or not shown. Compounds were not picked by outcome, and some 2.4% of all compounds hit somewhere here.

Compound	HTR5A inv ctr	MOR-DOR ag	DAGLB inhibitor	PKA-R1A activ	HTR5A ag	PKA-R2B act	V-ATPase pH	DSG3 Ab inh	Arrestin-AP2 inh	OPRM1-OPRD1 inv
COCCn1nnnc1C(c1ccccc1OC)N1CCN(C(=O)c2ccco2)CC1 (configuration not stated)	-21	4.4	-2	0	7	8	-5	107	13	-35
NC(=O)C1(N2CCCCC2)CCN(C(=O)c2cccn3c(=O)c4cc(Cl)ccc4nc23)CC1	10	-0.9	3	-3	0	0	-4	99	26	5
Cc1ccc(-n2c(=O)c3cc4c(=O)n(-c5ccc(C)c(C)c5)c(=O)c4c(C(=O)c4ccc(C(=O)O)cc4)c3c2=O)cc1C	2	-3.1	3	-12	-1	-2	-1	88	9	17
Cc1nnc(N/N=C\c2ccc(-c3ccccc3[N+](=O)[O-])o2)n1N	-2	9.8	-1	-20	1	-9	-1	98	8	-54
COc1ccc(C(=O)OCC(=O)NC(=O)CCSc2ccccc2)cc1	6	0.8	0	-1	0	-4	-3	94	4	-5
CCSc1ccc2c(c1)N(CCCN1CCN(C)CC1)c1ccccc1S2	-9	0.7	4	-8	1	-2	4	128	2	-4
O=C(c1cc(-c2ccccc2O)on1)N1CCOCC1	15	-1.4	0	-8	-1	3	-2	.	9	9
O=C(O)CSc1cc(C(=O)c2ccccc2O)cn2c(=O)c3c(-c4ccccc4)csc3nc12	12	-1.9	9	-8	-2	2	3	99	1	10
COc1ccc(NC(=O)[C@H](C)NC(N)=O)cc1S(=O)(=O)Nc1cc(C)ccc1Br	29	-1.4	0	5	6	-1	-3	81	-21	6
O=C1c2ccccc2C(=O)N1SC1CCCCC1	-14	2.4	0	2	5	-6	1	.	12	-13
Cc1ccc2[nH]c(=O)c3cc(C(=O)N(CCCOC(C)C)Cc4ccco4)sc3c2c1	-83	5.8	1	13	27*	3	-2	96	-1	-34
Cn1ncc(Br)c1NC(=O)c1cc(Cl)cc(Cl)c1	-24	-1.6	1	0	6	-5	3	96	-14	8
O=C(NCc1ccccc1)c1nc[nH]c1C(=O)NCc1ccccc1	-26	-0.8	-1	-4	7	-2	1	98	15	4
COc1ccc(CNC(=O)CCSCc2ccccc2Cl)c(OC)c1	0	-0.1	0	-7	0	-5	-1	102	13	0
CCN(CC)CCOC(=O)c1ccc(N/C=C(/C#N)c2nc(-c3ccc(OC)cc3)cs2)cc1	-5	-0.7	-2	-12	0	2	-10	.	4	3
CCCCn1c2nc3ccccc3nc2c2c(=O)n(CCC)cnc21	3	-3.3	2	-5	-1	-6	1	97	1	16
CCOc1ccc(N2CC(C(=O)NCCCc3ccccc3)CC2=O)cc1 (configuration not stated)	5	-0.3	3	-4	-2	-7	5	.	5	1
COC(=O)c1ccc(OCc2nc(N)nc(N3CCOCC3)n2)cc1	9	-0.6	1	-7	3	-7	-2	87	23	3
Cc1cc2ccccc2cc(C)c1=O	-16	0.9	-2	1	2	7	-1	106	13	-5
CCS(=O)(=O)N1CCN(S(=O)(=O)c2ccccc2)CC1	-4	-0.5	1	3	1	-11	1	100	6	3
COc1ccc(CNc2nc3ccc(C)cc3s2)c(OC)c1OC	5	1.1	3	14	-1	-2	0	117	44	-5
CSCC[C@H](NC(=O)NC1CCCC1)C(=O)O	-8	-1.1	0	-4	3	4	-4	102	-4	6
Cc1ccc(NC(=O)OCc2cn(-c3ccc(Cl)cc3)nn2)cc1	16	1.5	-3	-9	-3	1	-1	107	-9	-8
Cc1cc(C)n(CCCNC(=O)c2ccco2)n1	-14	12	2	0	6	-3	-3	98	28	-48
CC(C)(C)Nc1nc(SCC(=O)Nc2ccccc2Cl)nc(N2CCOCC2)n1	-3	-1.1	-8	-11	3	6	-7	103	-4	6
Cn1c(-c2ccc(C(=O)c3ccccc3)s2)nc2ccccc21	-33	0.4	-1	-7	2	-3	-5	62	8	-2
COc1ccc(N(CC(=O)NCc2ccco2)S(C)(=O)=O)cc1OC	9	-4.1	1	-7	-3	1	-3	102	-9	18
Cc1ccc(NC(=O)c2ccc(F)cc2)cc1S(=O)(=O)N1CCCCCC1	-10	1.2	-6	-11	3	-7	-3	91	1	-7
O=C(COC(=O)/C=C/c1ccc(S(=O)(=O)N2CCCCCC2)cc1)NCc1ccccc1Cl	10	-2.1	-2	-1	-5	-12	2	127	-14	12
CC(C)CNC(=S)N(CCCN(C)C)Cc1cc2cc3c(cc2[nH]c1=O)OCCO3	3	-0.4	-1	-3	-1	-15	1	113	-18	2
CCn1c(SCC(=O)Nc2ncc(C(F)(F)F)cc2Cl)nnc1-c1ccccc1	-10	1.2	2	2	4	3	3	100	-31	-6
COC(=O)c1cc(-c2ccc(Br)cc2)c2c(=O)n(C)c(=O)n(C)c2n1	-5	-2.6	-1	-2	1	-6	0	114	1	13
CCOc1ncccc1C(=O)NCc1cccc(OC)c1	-1	-1.4	1	6	0	4	3	104	-4	8
O=[N+]([O-])c1ccc(NC(=S)NCCc2ccc(F)cc2)cc1	9	2.5	-1	-2	-1	0	0	107	-6	-13
CC(=O)c1ccc(NS(=O)(=O)c2ccc3c(c2)CCC(=O)N3)cc1	6	-1.8	1	1	-2	1	0	.	-4	8
O=C(NC(=S)N1CCCC1)c1cccc([N+](=O)[O-])c1	15	-3.5	-1	-6	0	3	0	.	-12	18
Cc1ccc(S(=O)(=O)N(C)C)cc1NC(=O)COC(=O)c1c(C)noc1C	-15	0.2	-2	-1	2	3	-1	127	10	-1
COc1cc(CNC(=O)c2ccc3c(c2)S(=O)(=O)c2ccccc2C3=O)cc(OC)c1	1	2.0	2	-16	0	-26	0	101	-10	-11
Cc1c(Br)c([N+](=O)[O-])nn1CC(=O)NCC1CCCO1 (configuration not stated)	0	-0.1	3	4	-1	1	5	102	17	1
CNC(=O)c1[nH]nc2c1CCc1cc(OC)ccc1-2	6	-2.8	-1	0	-2	6	2	114	-7	13
CC1CCCCC1NC(=O)c1cccc(S(=O)(=O)N2CCN(C)CC2)c1 (configuration not stated)	-16	0.0	1	-1	5	5	-2	103	-17	0
CC12CN3CCN(CC(C3)C1(O)CN1CCCCC1)C2 (configuration not stated)	18	-2.5	1	-11	-7	3	-1	104	-10	11
COc1ccc(/C=C/C(=O)OCC(=O)N2c3ccccc3CC2C)cc1 (configuration not stated)	.	.	-6	5	.	-6	-1	100	.	.
O=C(O)c1ccccc1C(=O)NNc1ccc(Cl)cc1Cl	-12	-1.4	0	6	1	-6	-1	114	0	9
CC1CCN(CC(C)OC(=O)c2ccco2)CC1 (configuration not stated)	-2	0.1	-4	0	-2	-7	4	59	10	0
CCn1nc(C(=O)Nc2ccccc2C)c(Cl)c1Cl	-15	-0.7	-3	-12	-3	-5	-2	107	3	4
Cc1ccc2ncnc(Nc3ccccc3)c2c1	-1	4.0	1	-19	1	3	-2	107	-5	-19
Cc1cnn(-c2nc(-c3cccs3)cc(C(F)(F)F)n2)c1	3	3.2	-4	-9	1	-11	10	99	-6	-18

Two consecutive records from above:
Compound	HTR5A inv ctr	MOR-DOR ag	DAGLB inhibitor	PKA-R1A activ	HTR5A ag	PKA-R2B act	V-ATPase pH	DSG3 Ab inh	Arrestin-AP2 inh	OPRM1-OPRD1 inv
Cc1ccc2ncnc(Nc3ccccc3)c2c1	-1	4.0	1	-19	1	3	-2	107	-5	-19
Cc1cnn(-c2nc(-c3cccs3)cc(C(F)(F)F)n2)c1	3	3.2	-4	-9	1	-11	10	99	-6	-18

New compounds follow.
Compound	HTR5A inv ctr	MOR-DOR ag	DAGLB inhibitor	PKA-R1A activ	HTR5A ag	PKA-R2B act	V-ATPase pH	DSG3 Ab inh	Arrestin-AP2 inh	OPRM1-OPRD1 inv
O=S(=O)(/N=C/N1CCOCC1)c1ccc(Cl)cc1	-17	-1.9	0	0	-3	15	2	.	27	11
CN(C)N1C(N)=C(C#N)C(c2cccc(Cl)c2)C2=C1CCCC2=O (configuration not stated)	-14	-1.4	1	6	4	-1	-1	98	-4	6
CCNC(=S)N1CCC(C(N)=O)CC1	-4	-1.5	3	6	5	-9	-1	94	-1	8
COc1ccc(CC(=O)N2CCN(c3ccccc3OC)CC2)cc1OC	0	-3.0	0	3	0	-1	-3	95	29	14
COc1ccc(C(=O)NC(C)c2nnc(SCC(=O)NC3=NCCS3)n2C)cc1 (configuration not stated)	18	-1.1	0	2	-7	1	-3	.	-8	8
CCOc1ccc(NC(=O)CCSc2nnc(C)s2)cc1	10	0.1	-2	-6	2	-9	1	107	1	-1
CCCCNC(=O)c1onc(CSc2ccccc2)c1C(=O)O	-5	-2.7	1	3	1	-9	-3	.	-9	15
CCSc1nc(N)nc(-c2cccs2)c1C#N	-8	4.1	-6	3	3	4	-7	95	17	-21
CCOC(=O)N1CCN(C(=O)COc2cccc3c2CCN(Cc2ccccc2F)C3=O)CC1	29	-0.7	2	-14	2	-6	3	97	7	4
O=C(c1cc2cc(Cl)cc(Cl)c2oc1=O)N1CCOCC1	-32	-2.0	-1	2	-2	2	-4	94	-11	12
CCOc1ccc(C(=O)Nc2ccc(N3CCN(C)CC3)cc2)cc1Br	0	-2.1	0	-9	0	6	-1	.	3	9
Cc1ccc(N=C(NO)c2nonc2N)cc1	-8	-3.7	1	-1	2	1	0	103	3	20
COC(=O)c1c(NC(=O)C2CCCO2)sc2c1CCC2 (configuration not stated)	10	-0.3	-9	-5	0	-6	1	107	2	2
COc1ccc(Br)cc1C(=O)NC(=S)Nc1ccc2[nH]c(=O)[nH]c2c1	-8	-0.5	-2	1	3	-9	-2	.	2	3
COc1cccc(NC(=O)CC2S/C(=N\S(=O)(=O)c3ccccc3)N(c3ccccc3)C2=O)c1 (configuration not stated)	1	-2.1	-1	-5	0	2	1	106	7	11
Cc1ccc(Nc2nc3c(c(=O)[nH]2)CCCC3)cc1	-38	1.2	0	-11	15	-2	-3	101	2	-7
C=CCSc1nnc(NC(=O)C2CC(=O)N(Cc3ccc(C)cc3)C2)s1 (configuration not stated)	-24	-4.0	0	4	0	-5	-3	.	56*	15
Cn1ccnc1Sc1nc2c(c(=O)n(C)c(=O)n2C)n1C	-3	-1.2	0	-5	1	1	-3	99	-8	7
COc1nccnc1NS(=O)(=O)c1ccc(N=Cc2c(C)[nH]n(-c3ccccc3)c2=O)cc1	7	-2.5	3	-2	6	4	13	99	0	13
CCn1cc([N+](=O)[O-])c(C(=O)Nc2ccc(Cn3nc(C)cc3C)cc2)n1	-5	1.8	4	-4	-3	-2	12	103	6	-10
Cc1cc(-c2cc(-c3ccccc3)on2)nc(NC2CCCC2)n1	-10	0.1	-25	2	4	-4	-4	105	1	-1
S=c1oc(-c2ccncc2)nn1CCc1ccncc1	1	-0.8	1	10	-2	-9	4	.	-10	4
COC(=O)c1cc2c(ccn2-c2ccc(F)cc2)n1CC(C)C	13	3.9	-10	-3	4	6	-2	100	30	-23
O=S(=O)(c1cccs1)N1CCCc2cccc(O)c21	-17	0.4	0	1	0	0	3	98	14	-2

High-throughput results deposited in PubChem by several laboratories.
